CSM14.1 death rescue – rescue of cells from ER stress-induced death, primary screen, 384-well, CSM14.1, thapsigargin, ATP luminescence (AID 1222); CSM14.1 thapsigargin-induced death rescue, ATP luminescence; higher % means a stronger effect; cellular ATP content (survival), % at 20 µM; hits with a dose series show EC50 in µM; 190,000 tested, under 10 active;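 active = EC50 below 50 µM in the dose-response confirmation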;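 also: death triggered by thapsigargin at about 15 µM added after 2 h compound pretreatment; cell ATP read after overnight thapsigargin exposure of roughly 18 to 22 hours; normalized against plate controls of thapsigargin alone and 5% DMSO vehicle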
T cell modulator – modulators of CD8 T cell-vesicle binding, primary screen, mouse 2C CD8+ T cells, flow cytometry; calls only at 7 µM; actives 0.068% (n = 330,000); 2C CD8+ T cell-vesicle binding; active compounds read low; AID 2052, 2009;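 active = response, share of CD8 T cells binding vesicles, and their 90th percentile fluorescence all below set limits, cut at about 80% in these data, passing the limit was not always enough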
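Material: 2C TCR transgenic mouse naive CD8+ T cells, MACS-purified. Also added: QL9-charged Drosophila Ld/ICAM-1/B7-1 vesicles. Timing: binding 1.5 h at 37 °C. Measured by: high-throughput flow cytometry with anti-B7-1 and anti-CD8 staining. Read-out: percent CD8+ FL2 mean versus row control. Controls: Unloaded micro-vesicles (low), QL9 vesicles with 0.7% DMSO (high).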
bCat nuc transl – modulators of beta-catenin nuclear translocation, primary screen, imaging, HeLa cells, immunofluorescence, high-content; AID 1665, 2009; nuclear translocation activity, % at 5 µM; actives 0.3% (n = 190,000);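 active = nuclear translocation activity above 50% at 5 µM, with a well cell count of 50 or more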;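 also: per-cell ratio of nuclear to cytoplasmic median beta-catenin stain intensity; plate controls were DMSO negative control for no effect and GSK-3 inhibitor IX positive control for full effect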
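Assay system: human HeLa cells, native beta-catenin; doses: 5 µM primary, 0.02–20 µM confirmation; incubation: compound treatment 24 h, 37°C, 5% CO2; technique: fluorescence imaging of beta-catenin antibody stain plus DAPI; measure: % activation, nuclear-to-cytoplasmic median beta-catenin signal ratio per cell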
Hep lipid drop – inhibitors of hepatocyte lipid droplet formation, primary screen, imaging, high-throughput imaging, BODIPY stain; actives 0.4% (n = 240,000); AID 1656, 2009; inhibition, % at 6.5 µM; AML12 mouse hepatocytes, oleate lipid droplets;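 active = lipid droplet intensity inhibited by at least 50%, with more than 500 cells counted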
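material = mouse AML12 hepatocyte cell line, fixed after treatment | also added = 100 µM oleic acid challenge | doses = compound at 6.5 µM only | schedule = overnight exposure | technique = Image-based BODIPY and DAPI two-channel analysis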
Insulin prom up – insulin promoter activators in MIN6 cells, imaging, high-content screening, mouse beta cells. MIN6 insulin promoter-GFP reporter; active compounds read high. z-score at 5 µM. actives 0.3% (n = 190,000). AID 1625, 2009;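 active = z-score above 3 at 5 µM with at least 500 cells counted in the well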
Autophagy HCS – autophagy modulators in MEF cells, primary screen, imaging, high-content, MEF GFP-LC3; MEF GFP-LC3 puncta imaging; test concentration mostly 10 µM; calls only at 10 µM (by protocol); actives 0.98% (n = 190,000); AID 463193, 2010;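 active = percentage of spot-positive cells more than 3 SD above its plate mean, without a fluorescence outlier flag or 80% toxicity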;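 also: spot-positive cell cutoff set from DMSO-treated cells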
MT stabilize HCS – microtubule stabilizers in HeLa cells, primary screen, imaging, high-content imaging | HeLa tubulin immunostaining HCS, 24 h; share of cells brighter than vehicle mean+2SD | actives 0.83% (n = 200,000) | % tubulin-high responders, % at 10 µM;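 active = plate Z-score above 3 for both tubulin-high and condensed-nucleus cell shares, with cell loss under 80%, at 10 µM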;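 also: anti alpha tubulin signal scored within the nucleus-defined area of each cell; some results filed as inactive read as strong as hits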
PhoP inhibition – inhibitors of PhoP regulon expression, primary screen, Salmonella Typhimurium, GFP reporter (AID 1863); inhibition, % at 50 µM, or IC50 in µM where a hit was titrated; actives 0.16% (n = 300,000); S. Typhimurium PhoP-regulated promoter GFP reporter, 4 h; higher % means a stronger effect;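 active = inhibition over 29.93%, a cutoff 3 SD above the screen mean, later confirmed by dose response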;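 also: 0% = low Mg2+ inducing control and 100% = high Mg2+ repressing control; strong numbers were not always called active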
Dynein cargo inh – inhibitors of GR-EGFP nuclear translocation, primary screen, dynein cargo transport inhibitor project, imaging, high-content, 3617.4 mouse cells; test concentration mostly 20 µM; stimulated with dexamethasone, 1 µM; active compounds read low; z-score, hits read low; actives 0.47% (n = 220,000);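 active = plate z-score of nuclear minus cytoplasmic receptor signal below a set negative limit, without overly bright fluorescence or cell loss, cut at about -3.5 in these data, passing the limit was not always enough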;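 also: z-score of nuclear minus cytoplasmic ring GR-EGFP intensity difference per well; some compounds called inactive have numbers as strong as hits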
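Also added – dexamethasone, 1.0 µM final · Buffer or medium – tet-free, stripped-serum medium · Schedule – induction 48 h, compound 1 h, agonist 30 min · Detection – formaldehyde fixation, Hoechst nuclear stain, 10x automated fluorescence imaging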
Dynein cargo inh cytoplasmic EGFP – recorded beside Dynein cargo inh, whose call it bears; z-score; measured here: cytoplasmic GR-EGFP intensity; active compounds read high
Dynein cargo inh nuclear GR-EGFP – second read-out of Dynein cargo inh, no call of its own (marks repeat the call); z-score; measured here: nuclear GR-EGFP intensity;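 lower value marks the stronger effect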
Dynein cargo inh cell count – also measured in Dynein cargo inh; calls as there; z-score; measured here: cell count per field
Insulin prom up cell count – further read-out of Insulin prom up, marked with its call; cell count; measured here: cytotoxicity, nuclei count;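 total cells summed across four imaged fields per well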
Hep lipid drop cells 6.5 µM – recorded beside Hep lipid drop, whose call it bears; cell count; measured here: cell count, cytotoxicity flag;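 cells counted across two imaged fields per well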
bCat nuc transl cell count 5 µM – also measured in bCat nuc transl; calls as there; cell count; measured here: cell count, cytotoxicity flag
T cell modulator vesicle-bound % – further read-out of T cell modulator, marked with its call; double positive events, %; measured here: CD8+ vesicle-bound cell fraction;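 binding gate set so that unloaded-vesicle control wells show 10% double positive cells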
MT stabilize HCS Hoechst-high % – recorded beside MT stabilize HCS, whose call it bears; % Hoechst-high responders; measured here: nuclear condensation Hoechst responders;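 share of cells brighter than vehicle mean plus two SD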
MT stabilize HCS cytotoxicity % – also measured in MT stabilize HCS; calls as there; toxicity, %; measured here: cytotoxicity by cell density;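 0% = mean cell density of plate MIN control wells and 100% = no cells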
Autophagy HCS cell loss 18 h – also measured in Autophagy HCS; calls as there; toxicity, %; measured here: cell loss, nuclei count;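 cell loss after 18 h compound exposure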
An asterisk follows results filed as active; i = inactive; / = not tested or not shown; & = joins results of further samples.

nr	mol	CSM14.1 death rescue	T cell modulator	T cell modulator vesicle-bound %	bCat nuc transl	bCat nuc transl cell count 5 µM	Hep lipid drop	Hep lipid drop cells 6.5 µM	Insulin prom up	Insulin prom up cell count	Autophagy HCS	Autophagy HCS cell loss 18 h	MT stabilize HCS	MT stabilize HCS Hoechst-high %	MT stabilize HCS cytotoxicity %	PhoP inhibition	Dynein cargo inh	Dynein cargo inh cytoplasmic EGFP	Dynein cargo inh nuclear GR-EGFP	Dynein cargo inh cell count
1	Cc1onc(-c2ccccc2)c1-c1ccc(S(N)(=O)=O)cc1	-2.7%	i	28.3	-0.2	1149	-20.9	702	-0.01	1466	/	/	/	/	/	-7.3%&-5.5%	/	/	/	/
2	NC(=O)C1CCN(C(=O)c2cccc(S(=O)(=O)N3CCc4ccccc4C3)c2)CC1	-1.5%	i	27.2	1.6	928	-11.8	606	-0.62	1217	i	3.1	2.5	1.6	23.8	-4.0%	1.56	-0.367	0.248	0.000561
3	COc1ccc(NC(=O)COC(=O)Cn2cnc3ccccc3c2=O)cc1OC	/	i	33.0	-0.7	1418	5.0	699	0.07	820	/	/	/	/	/	/	0.182	-0.719	-0.0949	-0.789
4	S=c1nccc(-c2cc(Cl)sc2Cl)[nH]1	-3.3%	i	37.9	3.8	1327	/	/	0.34	1341	i	25.9	2.0	1.6	8.3	2.6%	1.44	-0.0101	0.804	-0.914
5	CCOc1ccc(NC(=O)N2CCN(Cc3ccc4c(c3)OCO4)CC2)cc1	1.3%	i	52.4	-0.1	1174	0.3	679	0.27	1394	i	-4.3	4.0	2.0	11.5	-8.1%	-1.53	-0.258	-0.731	1.11
6	CC(/C=N/n1c(-c2ccco2)n[nH]c1=S)=C\c1ccco1	-2.8%	i	41.4	1.6	1067	8.1	610	-0.27	1510	i	14.0	5.0	2.5	9.8	11.4%	3.84	0.0351	2.16	-1.62
7	NNC(=O)CN1CCN(c2ncc(C(F)(F)F)cc2Cl)CC1	0.6%	i	62.2	0.3	1064	/	/	0.1	1262	i	-15.0	2.1	1.7	8.9	0.8%	-1.13	-0.225	-0.855	1.25
8	CC(C)Oc1ccccc1OCCCOc1cccc2cccnc12	7.7%	i	46.3	-0.7	1037	2.3	708	/	/	i	11.6	2.3	1.3	2.3	11.1%	0.0832	-0.304	0.0753	0.444
9	CCC(C)N1CCN(S(=O)(=O)c2ccc(NC(C)=O)cc2)CC1 (stereo unspecified)	1.0%	i	22.1	1.0	1105	9.4	759	-0.24	1320	i	-0.3	1.2	0.7	4.7	3.5%	0.409	-0.221	0.16	-0.288
10	Cc1nnc(N/N=C/c2ccccc2O)n1N	-1.0%	i	25.9	-0.4	1118	10.0	696	0.18	1328	i	33.2	7.1	1.9	7.4	8.8%	-0.136	-0.0679	-0.107	-0.455
11	Nc1c(C(=O)NCCN2CCOCC2)c2nc3ccccc3nc2n1CCc1ccccc1	-1.0%	i	34.1	-2.0	961	/	/	-1.07	1068	i	6.3	2.4	2.5	14.3	-0.9%	0.53	-0.173	0.44	-0.271
12	CCC1(N(C(C)=O)c2ccc(OC)cc2)C(=O)c2ccccc2C1=O	-1.6%	/	/	-1.6	1117	/	/	-0.06	1157	i	-10.2	5.8	3.9	3.4	1.2%	-0.603	-0.326	-0.56	0.654
13	Cn1nnc2c[n+](CC(=O)c3ccc4ccccc4c3)cc(Br)c21	/	i	12.1	15.2	1017	-13.5	642	0.22	872	/	/	/	/	/	1.3%	-2.93	0.4	-1.19	0.712
14	COc1ccc(N/C=C/C(=O)c2ccc(C)cc2)c([N+](=O)[O-])c1	/	i	1.2	/	/	/	/	/	/	i	-18.2	1.8	1.7	3.4	/	-0.963	0.374	0.114	0.364
15	CC(C)(C)NC(=O)/C(=C\C=C\c1ccccc1)NC(=O)c1ccc([N+](=O)[O-])cc1	-2.2%	i	32.0	-2.8	1074	-9.0	676	-0.21	1582	i	-2.3	3.4	2.9	5.4	8.7%	-0.752	0.0664	0.177	0.46
16	S=C(NCc1ccncc1)Nc1cccc(Cl)c1	-2.0%	i	48.9	-8.0	513	8.7	665	-0.19	1199	i	8.4	4.5	1.5	14.5	6.4%	-0.359	-0.255	-0.0266	0.647
17	CSc1ncc(Cl)c(C(=O)Nc2ccccc2Cl)n1	5.1%	i	44.7	0.3	974	4.0	578	0.44	1593	i	-6.5	3.0	1.6	2.4	-11.1%	-0.284	-0.241	-0.31	0.338
18	O=C(NCc1ccccc1)c1ccc(-c2ccccc2F)o1	-1.0%	i	25.4	/	/	13.3	724	/	/	i	7.4	2.2	1.6	3.4	-5.0%	-0.982	-0.195	-0.405	-0.751
19	COc1cc(/C=C2/NC(=O)N(CC(=O)Nc3ccc(C)cc3)C2=O)ccc1Oc1ccc([N+](=O)[O-])cn1	1.7%	i	48.6	1.8	1462	6.3	728	0.14	1414	i	5.2	6.5	4.1	15.4	-6.2%	1.68	-0.282	1.67	-2.14
20	O=C(c1ccc([N+](=O)[O-])cc1)N1CCC(Cc2ccccc2)CC1	-0.4%	i	8.3	2.3	1124	-14.3	641	-0.3	1163	i	-11.6	2.1	1.8	8.6	3.5%	0.336	-0.177	-0.222	-0.187
21	O=C1OC2(CCCCC2)OC(=O)C1=CNc1nc2ccccc2s1	0.3%	i	25.9	/	/	3.7	768	0.19	939	i	-3.1	1.5	1.3	9.4	-16.6%	-0.436	0.0246	0.000226	0.416
22	CCC1=NN(C(=O)COc2ccccc2C)C(O)(c2ccncc2)C1 (stereo unspecified)	-0.9%	i	62.6	-0.6	1524	0.9	693	0.12	1516	i	1.5	3.4	2.5	7.5	/	-1.03	-0.278	-0.24	0.873
23	COCCn1c(=NC(=O)c2cc(-c3cccs3)nc3ccccc23)sc2cc(S(N)(=O)=O)ccc21	-0.1%	i	48.2	2.3	860	4.3	580	-2.12	1066	i	8.0	3.4	1.7	3.4	27.1%	0.572	0.316	0.208	-0.182
24	COc1ccc(CC(=O)O/N=C(\N)c2ccccn2)cc1	/	i	29.7	0.1	1311	-13.4	690	1.87	1112	/	/	/	/	/	-5.9%	-0.572	-0.0948	-0.154	0.201
25	Cc1ccc(C)c(C(=O)n2cnnc2N)c1	-2.4%	i	52.1	/	/	2.1	713	0.28	1275	i	-0.2	3.6	1.7	1.3	10.9%	0.434	-0.239	0.598	0.359
26	O=C(CCCc1ccccc1)Nc1ccc(S(=O)(=O)N2CCOCC2)cc1	/	i	48.7	0.0	1345	-7.3	696	0.11	941	/	/	/	/	/	-6.8%	-0.839	-0.245	-0.0926	1.26
27	COc1ccc(-c2nc(C#N)c(NC(C)c3ccccc3)o2)cc1OC (stereo unspecified)	-1.9%	i	7.3	-4.1	1109	5.2	715	-0.36	1734	i	-0.1	3.2	2.6	10.1	-2.2%	-0.537	-0.208	-0.0305	0.802
28	CCOC(=O)CCSc1nc(C)c2cc(C)c(C)cc2n1	-3.2%	i	49.0	-3.5	562	6.6	691	/	/	i	18.3	3.2	2.6	5.9	-0.4%	0.744	-0.166	0.846	-0.996
29	COc1ccccc1NS(=O)(=O)c1cccc(NC(=O)NC2CCCCC2)c1	-2.2%	i	31.9	0.3	1038	7.2	646	0.27	1302	i	11.9	3.4	2.1	8.4	1.7%	0.0246	-0.233	-0.193	1.3
30	CCN(CC)c1ccc(N2C(=O)C3CCCCC3C2=O)cc1[N+](=O)[O-] (stereo unspecified)	-0.9%	i	46.2	0.9	1097	13.7	558	-0.48	1546	i	-8.5	2.3	1.7	3.0	-17.0%	-1.17	-0.203	-0.48	0.512
31	CCOc1ccc(/C(O)=C2/C(=O)C(=O)N(CCN(CC)CC)C2c2ccco2)cc1 (stereo unspecified)	-1.1%	i	43.3	0.8	1146	-2.9	667	-0.17	1445	i	21.3	3.7	1.8	8.7	9.8%	-0.937	-0.332	-0.679	1.8
32	CCN1CCN(C(=O)c2ccccc2Nc2ccc(SC(F)F)cc2)CC1	1.9%	i	58.4	3.2	1128	-5.5	722	-1.7	1280	i	2.0	2.9	2.5	8.5	-0.2%	-0.0968	-0.365	0.101	1.07
33	O=C(/C=C\c1ccccc1OC(=O)c1ccccc1F)c1cc2ccccc2o1	0.6%	i	10.9	1.8	1075	9.7	623	-0.59	882	i	5.4	2.5	3.2	1.2	-10.6%	-4.69*	0.539*	-2.5*	0.134*
34	CCn1c(SCC(=O)Nc2ccccc2OC)nc2ccccc2c1=O	-3.9%	i	15.7	-5.5	1151	-4.7	755	-0.16	827	i	5.2	3.4	3.1	6.6	-2.1%	-0.458	0.271	0.101	1.02

Rows are unselected, and some 3% of all compounds hit somewhere here.
